HTT ATP protect – qHTS Multiplex Assay to Identify Dual Action Probes in a Cell Model of Huntington: Cytoprotection (ATP). PC12 HTT-Q103 induced, cytoprotection, ATP luminescence, 40 h. Potency, µM (series often up to 56.4 µM), for inactives: cytoprotection (ATP increase), hits mostly activators. 230,000 tested, 0.14% active;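 further: potency means the concentration at half of the fitted maximal effect; % of control where 0% means no effect; nearly all actives have a fitted effect of over 45% in size; toxic huntingtin expression switched on by the ecdysone agonist tebufenozide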
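Rat PC12, Q103 Htt exon1-GFP fusion, ecdysone promoter; tebufenozide inducer 100 nM final; compound titration; qHTS, 1500 cells/well; ATPlite luminescent read.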
CBFb-RUNX1 inh – qHTS Assay for Compounds Blocking the Interaction Between CBF-beta and RUNX1 for the Treatment of Acute Myeloid Leukemia; Runt-related transcription factor 1 (Homo sapiens) + Core-binding factor subunit beta …; AlphaScreen CBFb-His/RUNX1-biotin binding, biochemical; Potency, µM (series often up to 59.8 µM), inactives show at the top dose activity, negative = inhibition, hits mostly inhibitors; 230,000 tested, under 10 active; AID 1477, 2009; further: % of control where 0% means no effect
Target sequence (Q01196 whole entry, looked up): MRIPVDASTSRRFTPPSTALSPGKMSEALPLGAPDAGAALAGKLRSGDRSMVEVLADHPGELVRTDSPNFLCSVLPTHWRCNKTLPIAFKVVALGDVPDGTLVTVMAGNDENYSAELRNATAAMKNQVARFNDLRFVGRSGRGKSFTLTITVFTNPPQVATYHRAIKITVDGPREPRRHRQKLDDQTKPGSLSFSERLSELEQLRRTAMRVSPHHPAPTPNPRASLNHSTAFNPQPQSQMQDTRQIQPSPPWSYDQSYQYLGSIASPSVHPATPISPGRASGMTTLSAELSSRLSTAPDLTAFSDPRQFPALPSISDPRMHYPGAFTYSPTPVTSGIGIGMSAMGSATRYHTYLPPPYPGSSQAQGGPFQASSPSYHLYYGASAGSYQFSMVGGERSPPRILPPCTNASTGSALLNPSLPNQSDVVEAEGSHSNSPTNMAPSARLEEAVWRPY
Target sequence (Q13951 whole entry, looked up): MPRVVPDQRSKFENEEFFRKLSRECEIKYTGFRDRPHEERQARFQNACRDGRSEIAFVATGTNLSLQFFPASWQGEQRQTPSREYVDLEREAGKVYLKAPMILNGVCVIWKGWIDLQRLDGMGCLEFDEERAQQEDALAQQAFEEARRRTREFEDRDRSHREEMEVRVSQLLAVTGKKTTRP
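CBFb-His/RUNX1-biotin, 30 nM each, preincubated 20 min RT; compound 15 min RT; Ni + streptavidin beads 50 ng each, 90 min RT; AlphaScreen read.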
HttQ103 aggreg – qHTS Multiplex Assay to Identify Dual Action Probes in a Cell Model of Huntington: Aggregate Formation (GFP); PC12 HttQ103-GFP aggregates, Acumen cytometry, 40 h; Potency, µM (highest dose often 46.1 µM), for inactives: at the highest dose activity change, negative = inhibition, most hits filed as inhibitors; 220,000 tested, 1.1% active; AID 1688, 2009; further: potency means the concentration at half of the fitted maximal effect; on the % scale 0 is the no-effect control and ±100 the full control effect; nearly all actives have a fitted effect of over 60% in size
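Read-out: GFP aggregate count by laser scanning cytometer (488 nm excitation, 500-530 nm emission, 1–25 µm objects >6 SD above background). Cells: PC12, inducible HTTex1-Q103-GFP, 100 nM tebufenozide; compounds titrated.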
Lamin A splicing – qHTS Assay for Modulators of Lamin A Splicing | HeLa LMNA splicing GFP/RFP minigene ratio, 48 h | 200,000 tested, 0.01% active | Potency, µM (top dose mostly 46.1 µM), for inactives: at the top dose ratio change, negative = inhibition, most hits filed as inhibitors; active means well fitted inhibition curve with a large enough effect in the signal ratio, with a control signal flat, not every such curve was filed as active; inconclusive means small, poorly fitted or top-dose-only effect, or effect the other way, or a change in a side signal; the % refers to the signal ratio; further: potency means the concentration at half of the fitted maximal effect; on the % scale 0 is the no-effect control and ±100 the full control effect
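S3 HeLa cells stably expressing lamin A-EGFP splicing minigene plus DsRed2, 600 cells/well, 48 h compound exposure at 37C. Laser-scanning cytometry; analysed as GFP (500-530 nm)/RFP (575-640 nm) total intensity ratio; 0.5% DMSO vehicle.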
IMPase Li inh – qHTS Assay for Identifying the Cell-Membrane Permeable IMPase Inhibitors: Potentiation with Lithium | CHO-M1 cells, IP1 TR-FRET (IP-One), carbachol + lithium | Potency, µM (top dose mostly 59.4 µM), inactives show at the highest dose activity, negative = IMPase inhibition, most hits filed as inhibitors | 210,000 tested, 0.35% active | AID 1457, 2008;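 further: IP1 builds up when IMPase is blocked and the TR-FRET signal falls; potency means the concentration at half of the fitted maximal effect; plate controls were basal vehicle for no effect and high inhibitor control for full effect; nearly all actives have a fitted effect of over 50% in size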
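CHO cells stably expressing M1 receptor (2000/well, cultured 16–30 h) treated 30 min at 37C with compound plus low lithium. Cytosolic IP1 by TR-FRET (665/620 ratio and 620 channel) after 10 min lysis; AC50 by Hill fit.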
Luc counter – Counterscreen for Luciferase (Kinase-Glo TM) Inhibition. 200,000 tested, 0.28% active. Potency, µM (titrated, usually from 38.3 µM), for inactives: top-dose activity change, negative = inhibition, usual class: inhibitors. AID 1379, 2008. Kinase-Glo luciferase, ATP luminescence, 8 min. Luciferin 4-monooxygenase (Photuris pensylvanica), Q27757; further: potency means the concentration at half of the fitted maximal effect; on the % scale 0 is the no-effect control and ±100 the full control effect; nearly all actives have a fitted effect of over 60% in size
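Kinase-Glo luciferase light output from ATP and luciferin was measured with 10 uM ATP, within the enzyme's linear range. Buffer: 50 mM imidazole pH 7.2, 50 mM KCl, 7 mM MgCl2, 0.01% Tween 20, 0.05% BSA; luminescence read after 8 min at ambient temperature.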
SMN2 splice enh – qHTS Assay for Enhancers of SMN2 Splice Variant Expression | HEK293 SMN2-luciferase splicing reporter, luminescence, 30-36 h | Potency, µM (doses to about 46.1 µM), for inactives: at the top dose activity change, positive = activation, hits mostly activators | 210,000 tested, 2.8% active | AID 1458, 2008; further: potency means the concentration at half of the fitted maximal effect; % of control where 0% means no effect; nearly all actives have a fitted effect of over 55% in size
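HEK293 cells carry an SMN2 […]–luciferase reporter in which exon 7 inclusion puts luciferase in frame. Cells were plated 10-12 h before compound addition, then incubated 30-36 h at 37C. ONE-Glo luminescence was read; sodium butyrate at 4.5 mM final served as control.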
* marks the source's active call; other numbers are inactive results; ? = inconclusive; nt = no result given; [ ] = another dose, or the depositor's remark. Unless noted, the call rests on the fitted dose curve; in most records, active means well fitted curve in the direction sought with a large enough effect; inconclusive means small, poorly fitted or top-dose-only effect, or another doubt; inactive means no such curve, though single readings can be large; an effect the other way counts as inactive or inconclusive.

(1) Cc1oc2c(c1C(=O)Nc1cccc(C(=O)O)c1)CCCC2
(2) O=C(NCCc1ccccc1)C1CCN(C2CCN(Cc3ccco3)CC2)CC1
(3) Cc1ccc(SCc2cc(=O)n3ccsc3n2)c(C)c1
(4) O=C1NCCCN1Cc1ccc(F)cc1Cl
(5) Cc1nc(N2CCOCC2)[nH]c(=O)c1C(O)C(Cl)(Cl)Cl (configuration not stated)
(6) Cc1ccc2cc(C#N)c(NCCNC(=O)C3CC3)nc2c1C
(7) O=C(CN1CCOCC1)Nc1ccc([N+](=O)[O-])cc1Br
(8) CCCCn1c(SCC(=O)Nc2cc(C)on2)nc2c1c(=O)n(C)c(=O)n2C
entry no.	1	2	3	4	5	6	7	8
HTT ATP protect	-10%	8%	11%[10 µM]	-12%[0.074 µM]	-14%[10 µM]	-22%	-44%	-8%[10 µM]
CBFb-RUNX1 inh	-6%	3%	-3%	7%	9%	3%	-2%	9%
HttQ103 aggreg	10%	18%	7%	6%	-26%[9.22 µM]	-25%	-13%	12%
Lamin A splicing	5%	14%[46 µM]	-8%	-2%	nt	?	-19%[46 µM]	1%
IMPase Li inh	9%[38.3 µM]	9%	-8%	15%[38.3 µM]	nt	nt	-2%	2%[38.3 µM]
Luc counter	-1%	2%	1%	-5%	nt	nt	4%	1%
SMN2 splice enh	14%	nt	13µM*	0%	nt	nt	-18%	-28%

(9) O=C(OCCCN=C1NS(=O)(=O)c2ccccc21)c1ccccc1F
(10) COC(=O)c1c(C)n(-c2ccc(C)cc2)c2ccc(O)cc12
(11) CCCCSc1nc(C)c(CC(=O)OC)c(=O)[nH]1
(12) CC(=O)Nc1nc(CC(C)C)cc2c1c(=O)oc1ccccc12
(13) C=C(C)CN=c1scc(C)n1/N=C/c1ccco1
(14) O=[N+]([O-])c1ccc([C@H](O)[C@H](CO)N=Cc2ccccc2O)cc1
(15) COc1ccc(C(=O)Nc2cccc(OC(=O)c3ccc(C)c(C)c3)c2)cc1
(16) Cc1c(C(=O)N2c3ccccc3Sc3ccccc32)cccc1[N+](=O)[O-]
entry no.	9	10	11	12	13	14	15	16
HTT ATP protect	-12%	-16%	-5%[10 µM]	2%[0.074 µM]	4%[10 µM]	16%	-40%[inhibitor]	0%[10 µM]
CBFb-RUNX1 inh	10%	-5%	-4%	18%	-12%	1%	2%	1%
HttQ103 aggreg	2%	-30%	-5%	2%	-14%	3%	11%	4%
Lamin A splicing	6%	-6%	10%	4%	7%	-2%	8%	?
IMPase Li inh	-13%[38.3 µM]	35%[activator][38.3 µM]	0%[38.3 µM]	-28%[38.3 µM]	4%[38.3 µM]	4%[38.3 µM]	13%[38.3 µM]	23%
Luc counter	-1%	2%	0%	3%	1%	-4%	4%	-2%
SMN2 splice enh	-11%	-9%	-7%	28%	-8%	14%	?	-24%

(17) COc1ccccc1NC(=O)/C=C/C(=O)O
(18) O=C(O)COc1ccc(-c2nnn(Cc3ccccc3F)n2)cc1
(19) COc1ccc(C)cc1Nc1nnc(C)c(=O)[nH]1
(20) COc1ccc(NC(=O)c2oc3ccc(S(=O)(=O)N4CCC5(CC4)OCCO5)cc3c2C)cc1
(21) CSc1n[nH]c2nc3c(c(=O)n12)C1(CCCCC1)Cc1ccccc1-3
(22) O=C(CSc1nnc(-c2ccc(O)cc2)n1Cc1ccco1)c1ccccc1
(23) CCCn1c(SCC(=O)N2c3ccc(F)cc3CCC2C)nnc1-c1ccccn1 (configuration not stated)
(24) N#CCCN(C(=O)COc1ccc(C#N)cc1)c1ccc(F)cc1
entry no.	17	18	19	20	21	22	23	24
HTT ATP protect	-32%[inhibitor]	-26%	12%	19%[10 µM]	16%[10 µM]	16%[10 µM]	10%[10 µM]	-32%[inhibitor]
CBFb-RUNX1 inh	16%	3%	7%	5%	5%	-1%	-6%	6%
HttQ103 aggreg	-2%	-16%	22%	?	17%[9.22 µM]	5%	7%	-14%
Lamin A splicing	5%[46 µM]	-3%	?	-23%	20%[46 µM]	-11%	-7%	-8%[46 µM]
IMPase Li inh	-3%	5%[38.3 µM]	-6%	17%	nt	13%[38.3 µM]	16%	-1%
Luc counter	5%	0%	0%	1%	nt	-4%	2%	0%
SMN2 splice enh	1%	7%	9%	-56%[inhibitor]	nt	0%	-22%	4%

From no. 16 up to 21, as listed above:
(16) Cc1c(C(=O)N2c3ccccc3Sc3ccccc32)cccc1[N+](=O)[O-]
(17) COc1ccccc1NC(=O)/C=C/C(=O)O
(18) O=C(O)COc1ccc(-c2nnn(Cc3ccccc3F)n2)cc1
(19) COc1ccc(C)cc1Nc1nnc(C)c(=O)[nH]1
(20) COc1ccc(NC(=O)c2oc3ccc(S(=O)(=O)N4CCC5(CC4)OCCO5)cc3c2C)cc1
(21) CSc1n[nH]c2nc3c(c(=O)n12)C1(CCCCC1)Cc1ccccc1-3
entry no.	16	17	18	19	20	21
HTT ATP protect	0%[10 µM]	-32%[inhibitor]	-26%	12%	19%[10 µM]	16%[10 µM]
CBFb-RUNX1 inh	1%	16%	3%	7%	5%	5%
HttQ103 aggreg	4%	-2%	-16%	22%	?	17%[9.22 µM]
Lamin A splicing	?	5%[46 µM]	-3%	?	-23%	20%[46 µM]
IMPase Li inh	23%	-3%	5%[38.3 µM]	-6%	17%	nt
Luc counter	-2%	5%	0%	0%	1%	nt
SMN2 splice enh	-24%	1%	7%	9%	-56%[inhibitor]	nt

(next part)
(25) Cc1cc(C=C(C#N)C#N)c(C)n1-c1ccccc1
(26) CCOc1ccccc1NC(=O)c1ccc(NC(=O)c2ccco2)cc1
(27) CC1CCCCN1C(=O)c1cc(F)c(F)cc1Cl (configuration not stated)
(28) O=C(NCCc1cn2ccccc2n1)c1ccc(Br)o1
(29) CCNc1ccc([N+](=O)[O-])cc1
(30) COc1ccc(C(=O)Nc2cccc(NC(C)=O)c2)cc1OC
(31) NC(=O)COC(=O)CCCc1nc2ccccc2s1
(32) CC1=CC2(C#N)C3(N=C(N)C2(C#N)C(c2ccccc2)N1)OCCO3 (configuration not stated)
entry no.	25	26	27	28	29	30	31	32
HTT ATP protect	-7%	31%[1.9 µM]	-20%[0.074 µM]	-5%	1%[10 µM]	nt	0%	-16%[0.074 µM]
CBFb-RUNX1 inh	2%	7%	10%	9%	-2%	1%	4%	6%
HttQ103 aggreg	-8%	-5%	2%	-10%	14%[9.22 µM]	-1%	7%	11%
Lamin A splicing	9%	-15%	4%	5%	nt	-7%	-4%	-2%
IMPase Li inh	-22%[38.3 µM]	10%	38%[activator][38.3 µM]	33%[38.3 µM]	nt	0%	29%[38.3 µM]	40%[activator][38.3 µM]
Luc counter	-1%	9%	-7%	0%	nt	-5%	-2%	3%
SMN2 splice enh	-9%	-8%	46%	-3%	nt	12%	-4%	2%

(33) COc1cc2[nH]c(=S)n(N(C(C)=O)C(C)=O)c(=O)c2cc1OC
(34) O=C1c2cccc(OCC(=O)N3CCCc4ccccc43)c2CCN1Cc1ccc(Br)cc1
(35) Cc1nn(Cc2ccccc2Cl)c2sc(C(=O)NC(C)(C)C)cc12
(36) CCOC(=O)c1sc(=S)n(C)c1NC(=O)c1ccc(F)cc1
(37) Cc1ccc(-c2nc3ccc(Cl)cc3n2OC(C)C(=O)O)cc1 (configuration not stated)
(38) COc1ccc(-c2nnc(Nc3nc4c(OC)cccc4s3)o2)cc1
(39) Cc1cc(Cl)c(O)c(-n2nc3ccccc3n2)c1
(40) CCCNC(=O)c1ccc(Cn2c(=S)[nH]c3c([nH]c4ccc(OC)cc43)c2=O)cc1
entry no.	33	34	35	36	37	38	39	40
HTT ATP protect	-25%	-14%[10 µM]	-14%	-4%[10 µM]	-9%	-129%[inhibitor]	4%[10 µM]	25%[10 µM]
CBFb-RUNX1 inh	0%	-7%	3%	-1%	1%	?	1%	-3%
HttQ103 aggreg	-13%	-13%[9.22 µM]	-4%	-2%	-10%[9.22 µM]	?	-3%[9.22 µM]	-5%
Lamin A splicing	3%	?	-23%	-14%	-18%[46 µM]	?	nt	-14%
IMPase Li inh	10%[38.3 µM]	18%	16%[38.3 µM]	3%	-6%	-16%[38.3 µM]	nt	-16%
Luc counter	-3%	1%	-5%	-2%	-1%	-2%	nt	0%
SMN2 splice enh	19%	-61%[inhibitor]	-38%[inhibitor]	-9%	?	1%	nt	15%

(41) O=C(CC(NCc1ccccn1)C(=O)O)Nc1ccccc1Cl (configuration not stated)
(42) COCCn1c(=O)[nH]c2cc(C(=O)NCCc3ccc(OC)c(OC)c3)ccc2c1=O
(43) CC1=CC(C)(C)N2C(=O)C3(C(C#N)=C(N)Oc4cc(C)oc(=O)c43)c3cccc1c32 (configuration not stated)
(44) O=C(N/N=C\c1ccc(F)cc1)c1csnn1
(45) CCN(CC)CCn1c(SCC(=O)Nc2ccc(F)cc2)nc2c(sc3ccccc32)c1=O
(46) Fc1ccc(CN2C3=NCCCN3c3ccccc32)cc1
entry no.	41	42	43	44	45	46
HTT ATP protect	15%[10 µM]	-11%	6%[0.074 µM]	-14%	-15%[10 µM]	nt
CBFb-RUNX1 inh	-24%	3%	-1%	3%	8%	9%
HttQ103 aggreg	11%	-3%	-5%	10%	-7%[9.22 µM]	-4%
Lamin A splicing	-9%[46 µM]	18%	-15%	15%	-9%[46 µM]	?
IMPase Li inh	5%	7%[38.3 µM]	17%[38.3 µM]	17%[38.3 µM]	?	6%
Luc counter	0%	-4%	2%	-17%	0%	-4%
SMN2 splice enh	11%	3%	5%	6%	-5%	16%

Screening results as filed in PubChem BioAssay.
